MEP2-GFP yeast = yeast TOR pathway MEP2-GFP modulation; GFP response vs DMSO, % at 10 µM; S. cerevisiae MEP2-GFP strain, flow cytometry GFP, 3 h; 100% = DMSO control level; AID 2016; actives 0.51% (n = 330,000);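 active means GFP response versus DMSO above a set limit, roughly screen mean plus 3 SD, cut at about 180% in these data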;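 further: median GFP fluorescence of the barcode-gated MEP2-GFP cells per well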
AHR activator = activators of human aryl hydrocarbon receptor; P35869; AHR-responsive luciferase reporter cells, luminescence; activation, % at 5 µM; actives 2.5% (n = 320,000); in the data active means activation above about 47%;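 further: 0% = vehicle wells and 100% = reference agonist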
proCasp7 act = counter-screen for procaspase-3 activators: activators of human procaspase-7 | P55210 | recombinant procaspase-7, Ac-DEVD-pNA absorbance 405 nm; D23A/D198A/D206A triple mutant, cannot self-cleave; scale: DMSO 0, 5 µM enzyme 100 | activation, % at 8.5 µM | actives 0.093% (n = 330,000) | AID 463210;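 active means percent activation above the screen-wide mean plus 3 SD, cut at about 25% in these data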
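Assay system: Uncleavable procaspase-7 mutant enzyme | Input: 2 µM procaspase-7 mutant as dispensed | Timing: 1 h compound preincubation, 2 h substrate cleavage, 25 °C | Repeats: One well per compound | Control set: DMSO wells as 0%, DMSO with 5 µM added PC-7 as 100% | Technique: Epi-absorbance of released pNA at 405 nm, two timepoints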
EBNA-1 inhibitor = blocks EBNA-1 binding to DNA. EBNA-1 DNA binding, fluorescence polarization. inhibition, % at 14.8 µM. actives 0.34% (n = 300,000). AID 1950; in the data active means inhibition above about 28%
RPL19A-GFP yeast = modulators of TOR pathway RPL19A-GFP in S. cerevisiae. actives 0.3% (n = 330,000). S. cerevisiae RPL19A-GFP strain, flow cytometry, 3 h; active compounds read low. AID 2025. percent response vs DMSO, % at 10 µM;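 active means percent response vs DMSO below 50%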;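 further: median channel GFP fluorescence of the barcoded RPL19A-GFP strain; ratio of sample median GFP to plate DMSO average so 100% = DMSO; lower means less RPL19A-GFP as with rapamycin TOR inhibition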
ZTA DNA inh = counter-screen for EBNA-1 inhibitors: inhibitors of Epstein-Barr virus ZTA. P03206. ZTA-DNA binding, fluorescence polarization. inhibition, % at 11 µM. actives 0.15% (n = 320,000); in the data active means inhibition above about 33%
procasp3 activ = activates human procaspase-3. activation, % at 8.5 µM. recombinant procaspase-3 D3A, Ac-DEVD-pNA absorbance 405 nm. P42574. actives 0.11% (n = 330,000);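 active means activation above the mean of all tested compounds plus 3 SD, cut at about 21% in these data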;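 further: 0% = DMSO alone and 100% = DMSO wells spiked with extra 5 µM PC-3 D3A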
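Assay system – Procaspase-3 D3A mutant · Benchmarks – DMSO low control, extra-enzyme high control · Technique – 405 nm absorbance of p-nitroaniline, reads at 0 and 120 min · Doses – 8.5 µM nominal · Measure – % activation between DMSO and enzyme-spiked controls · Also added – Ac-DEVD-pNA chromogenic peptide substrate · Schedule – 1 h compound preincubation, 2 h substrate hydrolysis at 25 °C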
LAP4 TOR yeast = alters LAP4-GFP fluorescence in TOR pathway yeast screen; actives 0.34% (n = 320,000); GFP response vs DMSO, % at 10 µM; S. cerevisiae LAP4-GFP multiplex, flow cytometry GFP, 3 h; median GFP as percent of DMSO wells; AID 2023;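 active means GFP response vs DMSO above a set limit, about the screen mean plus 3 SD, cut at about 150% in these data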
* hit, by the source's call; · = not tested or not shown. Not a hit list (roughly 3.8% active in at least one column).

SMILES	MEP2-GFP yeast	AHR activator	proCasp7 act	EBNA-1 inhibitor	RPL19A-GFP yeast	ZTA DNA inh	procasp3 activ	LAP4 TOR yeast
CC(=O)N1c2ccc(S(=O)(=O)NCC3CCC(C(=O)NCc4ccco4)CC3)cc2CC1C (stereo not given)	109	-2	-2	-6	100	-6	4	96
COc1cccc(OCC(O)CN2CCN(c3ccc(F)cc3)CC2)c1 (stereo not given)	104	1	14	-6	103	-12	-2	97
Cc1cc(C)n2nc(C(=O)NC(C)(C)C)nc2n1	92	2	-5	-9	92	-12	1	86
CCOC(=O)CN=C1CC(C)(C)CC2=C1Sc1ncnc(N(C)C)c1N2	125	0	-23	7	102	4	-11	126
O=S(=O)(NCc1cccnc1)c1cc(Cl)ccc1Cl	95	4	8	-1	95	12	6	97
Cc1ccc(S(=O)(=O)Nc2ccccc2CNc2cccc(C)n2)cc1	106	4	-1	3	101	2	-10	95
COc1ccc(CNc2nc3c(c(=O)n(Cc4ccc(Br)cc4)c(=O)n3C)n2C)cc1	108	-2	0	7	105	-1	2	99
O=C(C[n+]1cc(Br)cc(Br)c1)c1cccc([N+](=O)[O-])c1	96	8	-18	-13	106	0	-11	91
CCC(CC)C1C(C#N)=C(N)Oc2n[nH]c(-c3ccccc3)c21 (stereo not given)	106	3	-3	-11	103	-1	-2	104
CCN(c1cccc(C)c1)S(=O)(=O)c1ccc(-c2ccc(=O)[nH]n2)o1	108	9	-14	-8	111	-3	-5	102
COc1ccccc1CNC1CCN(Cc2ccccc2)CC1	105	-2	-7	-6	96	-14	1	98
NNc1nc(-c2ccccc2)c2cc(Br)ccc2n1	99	3	-6	-1	98	2	-8	98
N#Cc1ccc(/C=C/C(=O)c2ccco2)cc1	101	-3	4	11	105	16	-6	108
[O-]C1=N/[N+](=C/c2ccccc2Cl)CC1	104	2	-10	1	101	9	-10	102
CCOC(=O)[C@@H]1[C@H]2COc3ccc(Br)cc3[C@H]2N2C(=O)N(c3cccc(Cl)c3)C(=O)[C@]12C	95	0	-2	-1	98	-1	3	103
O=C(Nc1ccccc1)/C(=C/c1ccccc1)c1ccccc1	96	29	11	-5	97	-9	0	108
COC(=O)N/N=C/c1ccc(Oc2ccccc2)cc1	65	6	12	-8	88	-5	-4	130
COc1ccc([N+](=O)[O-])cc1NCc1ccccc1	103	21	-12	-2	102	7	-18	88
CN(C(=O)CSc1nnnn1-c1ccc(O)cc1)C1CCS(=O)(=O)C1 (stereo not given)	98	-3	1	6	98	2	1	109
CC1(C)Cc2c(sc3nc4n(c(=N)c23)CCC4)CO1	114	1	0	-10	93	-22	1	97
CCOC(=O)n1c(=O)n(C)c2ccc(Cl)cc21	98	3	7	-4	94	5	0	92
COC(=O)c1sccc1N(C)S(C)(=O)=O	118	1	5	-10	101	7	1	102
O=[N+]([O-])c1ccc(C(O)CN2CCOCC2)cc1 (stereo not given)	107	1	-1	9	105	10	-2	92
C[C@H](CO)N1C[C@H](C)[C@@H](CN(C)C(=O)Nc2ccccc2)Oc2ccc(NS(=O)(=O)c3cn(C)cn3)cc2C1=O	99	-1	-3	·	98	·	1	88
CN(Cc1ccccc1)C(=O)c1[nH]cnc1C(=O)NC1CCN(C(=O)OC(C)(C)C)CC1	96	4	7	·	95	·	-8	94
COc1ccc(OC)c(NC(=O)c2ccc(S(=O)(=O)N3CCN(C)CC3)cc2)c1	116	1	5	-1	97	-12	-2	106
CC(=O)NC12CC3CC(C1)CC(C(=O)Nc1c(C)n(C)n(-c4ccccc4)c1=O)(C3)C2	100	-3	2	4	105	-5	2	97
Cn1c(CCN2CCCCC2)nc2cc(NC(=O)C3CCCCC3)ccc21	101	-5	4	5	99	1	-2	96
N/C(=N\OC(=O)c1ccc(Cl)c(Cl)c1)c1ccccn1	98	72*	-11	23	·	27	-4	99
NC(=O)CC1C(=O)N(c2ccccc2)C(=S)N1NC(=O)c1ccc(Br)cc1 (stereo not given)	100	-1	-4	8	101	3	2	105
COCc1ccc(-c2c(-c3cc(OC)cc(OC)c3)oc(=O)c3cc(OC)c(OC)cc23)cc1	95	3	6	·	99	6	3	105
CC(=O)Nc1ccc(S(=O)(=O)N[C@@H](C)C(=O)OCc2ccc(Cl)cc2)cc1	103	-1	-6	-1	100	8	8	92
COc1ccc(C2C(C(=O)Nc3ccc4c(c3)OCCO4)c3ccccc3C(=O)N2C)cc1 (stereo not given)	102	3	7	3	100	-9	-9	100
CN(CC(=O)NCc1ccccn1)S(=O)(=O)c1ccc(Cl)cc1	100	-2	9	-6	102	-13	1	100
C/C(=N\NC(=O)C(=O)Nc1ccc(C)cc1)c1ccncc1	96	-3	-14	-2	100	7	-6	98
CC(C)(C)C(=O)N1CCC[C@H]1C(O)(c1ccccc1)c1ccccc1	100	0	-2	-7	109	3	-1	99
COc1cccc(CNc2cccc3cccnc23)c1O	107	9	-9	7	101	-14	4	107
CC(NC(=O)Cc1ccccc1F)c1ccc(F)cc1 (stereo not given)	97	-2	7	-8	98	4	9	101
O=C(CSC1=NS(=O)(=O)c2cc(Cl)ccc2N1)Nc1ccccc1F	101	-1	10	2	100	21	-1	103
COc1ccccc1NC(=O)c1cc(S(=O)(=O)NCc2ccccc2)ccc1F	92	6	0	1	97	-8	2	115
Cc1cc(CNC(=O)c2cc(COc3c(F)cccc3F)on2)nn1C	96	-1	4	4	100	2	5	93
COc1ccc(CNC(=O)CCC(=O)Nc2cccnc2)cc1	109	-1	-6	-9	107	6	-5	88
CCC(=O)N1CCc2cc(S(=O)(=O)NCCC(=O)Nc3ccc(OC)cc3)ccc21	91	0	9	0	97	15	5	100
CC(/C=C1\SC(=S)N(NC(=O)c2ccccc2C)C1=O)=C\c1ccccc1	101	-1	-7	-2	98	9	-16	103
O=C(COC(=O)c1cc(=O)[nH]c2ccccc12)NCc1ccc(F)cc1	104	7	-16	·	102	0	0	104
COc1ccc(Br)cc1CNCCSc1nnnn1C	107	0	-2	-23	95	-2	-5	99
CCOC(=O)N1CCN(S(=O)(=O)c2ccc3c(c2)OCC(=O)N3)CC1	100	0	-1	-10	94	6	3	100
O=C(C[n+]1ccccc1)N/N=C/c1ccc(Cl)c(Cl)c1	96	-1	1	5	99	-1	6	88
CCCCOc1ccc(Cl)cc1CSc1nnc(C)n1N	102	2	2	-5	99	3	2	100
CC1(C)CC2CC(C)(CN2C(=O)COC(=O)c2ccccc2C(F)(F)F)C1 (stereo not given)	93	0	3	·	93	-5	6	95
O=C(O)c1cc(S(=O)(=O)N2CCN(S(=O)(=O)c3ccc4ccccc4c3)CC2)ccc1Br	90	-1	13	·	94	·	-1	93
c1ccc(-n2nnnc2-n2cnc3ccccc32)cc1	102	1	5	-9	98	-14	-2	97
FC(F)(F)c1nnc2ccc(NCc3ccccc3)nn12	98	0	-3	-2	96	-4	-5	95
Cc1cc(=O)[nH]c(SCCCOc2ccccc2Cl)n1	110	0	0	14	104	14	7	96
CCC(c1nnc(SCC(=O)Nc2ccc(C(C)=O)cc2)n1C1CCCCC1)N(C)C (stereo not given)	107	-2	8	2	104	4	-1	92
O=C(CN1C(=O)/C(=C\c2cccc(Cl)c2)Oc2ccccc21)N1CCN(c2ccccn2)CC1	102	11	-16	4	98	-4	-3	104
CCOC(=O)c1c(S(=O)(=O)NCC2CCN(Cc3cccc(F)c3)CC2)c(C)n(C)c1C	96	1	9	0	101	0	-4	100
CCc1c(C(=O)NN2C(=O)C3CCCCC3C2=O)csc1C (stereo not given)	96	1	-8	3	100	-12	-2	92
COC(=O)C1C(c2ccccc2)C=CC(c2ccccc2)C1C(=O)O (stereo not given)	96	2	7	5	97	12	-8	98
N#Cc1ccccc1COC(=O)c1ccc(Br)o1	112	0	4	6	99	0	3	94

Compound profiles, from the list above. Values in the order: MEP2-GFP yeast | AHR activator | proCasp7 act | EBNA-1 inhibitor | RPL19A-GFP yeast | ZTA DNA inh | procasp3 activ | LAP4 TOR yeast
COc1ccc(OC)c(NC(=O)c2ccc(S(=O)(=O)N3CCN(C)CC3)cc2)c1 reads 116 | 1 | 5 | -1 | 97 | -12 | -2 | 106
COc1ccc([N+](=O)[O-])cc1NCc1ccccc1 reads 103 | 21 | -12 | -2 | 102 | 7 | -18 | 88
CC(=O)Nc1ccc(S(=O)(=O)N[C@@H](C)C(=O)OCc2ccc(Cl)cc2)cc1 reads 103 | -1 | -6 | -1 | 100 | 8 | 8 | 92
CCOC(=O)CN=C1CC(C)(C)CC2=C1Sc1ncnc(N(C)C)c1N2 reads 125 | 0 | -23 | 7 | 102 | 4 | -11 | 126
COC(=O)C1C(c2ccccc2)C=CC(c2ccccc2)C1C(=O)O (stereo not given) reads 96 | 2 | 7 | 5 | 97 | 12 | -8 | 98

Next part.
SMILES	MEP2-GFP yeast	AHR activator	proCasp7 act	EBNA-1 inhibitor	RPL19A-GFP yeast	ZTA DNA inh	procasp3 activ	LAP4 TOR yeast
CCCCCCCCCCCCOC1OC(CO)C(O)C(O)C1NC(C)=O (stereo not given)	114	-1	11	8	115	9	6	99
O=C(CCCSc1nc2ccccc2[nH]1)NC1=NCCS1	94	1	8	2	96	-3	-3	89
CCSc1nnc(NC(=O)C2CCN(S(=O)(=O)c3cc(C(F)(F)F)ccc3Cl)CC2)s1	95	1	9	-6	95	4	-5	90
O=C(CC(=O)Nc1ccccc1C(F)(F)F)Nc1ccccc1C(F)(F)F	105	5	8	-6	99	9	-4	91
COc1ccccc1N1CCN(S(=O)(=O)c2ccccc2F)CC1	101	2	-4	10	100	14	5	102
CCOC(=O)C1=C(COC(=O)c2cccc(NC(C)=O)c2)NC(=O)NC1C (stereo not given)	108	1	6	5	103	-2	1	115
COc1ccc(N2CCN(C(=O)CSc3nc4c(c(=O)n(C)c(=O)n4C)n3C(C)C)CC2)cc1	103	0	5	-8	101	-5	-9	100
COC(=O)c1ccccc1NCc1cc(=O)oc2cc(O)c(O)cc12	103	0	18	-4	104	4	53*	96
CC[C@@]1(C(=O)OC)N[C@H](CN(C)C(=O)c2ccc(F)cc2)[C@@H]2C(=O)N(C)C(=O)[C@@H]21	98	-1	9	·	104	·	5	101
COc1ccccc1NC(=O)Cc1nnc(SCC(=O)NC2CCCC2)n1C	94	6	-3	5	97	1	2	83
C#CCOCCOCCOCCNc1nc(N2CCN(C(=O)[C@H](C(C)C)n3cc(CCO)nn3)CC2)nc(N2CCN(C(=O)[C@H](C(C)C)n3cc(CCO)nn3)CC2)n1	97	3	9	4	101	0	-4	121
COC(=O)NC(C)N1C(=O)C2C3C=CC(C3)C2C1=O (stereo not given)	105	1	1	6	96	1	3	101
CCCCNC(=O)CCn1c(=O)c2ccccc2n(Cc2ccc(F)cc2)c1=O	100	0	-1	-19	98	2	-7	90
C/C(=N\N1CCN(C)CC1)c1ccc(Cl)c(Cl)c1	102	0	8	16	99	3	1	91
CCOc1cc(C(=O)Nc2ncccn2)cc(OCC)c1OCC	95	15	3	15	92	1	-1	92
COc1ccc(NC(=O)C(Sc2ccccc2)c2ccccc2)c(OC)c1 (stereo not given)	109	4	-4	-11	109	-8	-5	105
CCC(=O)c1cn(CC(=O)O)c2ccccc12	96	3	8	-5	102	-10	3	108
COc1ccc(N2CCN(C(=O)CCn3nnc4ccccc43)CC2)cc1	96	2	4	-1	98	-11	-1	97
O=C1Nc2ccccc2C(O)(C(=O)NCc2ccc3c(c2)OCO3)N1c1ccc(Cl)c(Cl)c1 (stereo not given)	101	0	11	-5	98	13	3	100
CN(C)c1ccc(/C=C/C(=O)c2cc(Cl)ccc2O)cc1	101	33	3	-2	99	4	0	107

Screens as filed in PubChem.
